Screens (PubChem BioAssay)
MC4R barr agon: activates human MC4R beta-arrestin recruitment. 360,000 compounds, 0.98% hits. U2OS MC4R beta-arrestin complementation, luminescence; percent of melanotan II response, DMSO zero. activation, % at 8.9 µM;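 active means activation above a per-plate cutoff, the mean activation of sample wells on that plate plus 3 SD, cut at about 8% in these data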
TLR9-MyD88 block: inhibitors of human TLR9-MyD88 binding; Q9NR96+Q99836; CHO BLA complementation TLR9-MyD88, CCF4 FRET ratio; inhibition, % at 4.98 µM; 340,000 compounds, 0.21% hits; AID 504734;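 active means inhibition above the mean over all tested compounds plus 3 SD, cut at about 21% in these data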;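 further: 0% = DMSO only wells and 100% = clavulanate BLA inhibitor control wells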
Target sequence (Q99836 whole entry, looked up): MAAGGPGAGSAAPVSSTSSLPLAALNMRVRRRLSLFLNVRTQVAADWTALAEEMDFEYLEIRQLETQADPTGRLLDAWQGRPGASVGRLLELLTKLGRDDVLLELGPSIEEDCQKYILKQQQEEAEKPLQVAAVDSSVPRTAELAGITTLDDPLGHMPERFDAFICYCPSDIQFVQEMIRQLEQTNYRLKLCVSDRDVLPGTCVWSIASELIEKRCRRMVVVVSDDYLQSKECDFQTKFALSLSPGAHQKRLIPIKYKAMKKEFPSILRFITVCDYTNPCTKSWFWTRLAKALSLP
Target sequence (Q9NR96 whole entry, looked up): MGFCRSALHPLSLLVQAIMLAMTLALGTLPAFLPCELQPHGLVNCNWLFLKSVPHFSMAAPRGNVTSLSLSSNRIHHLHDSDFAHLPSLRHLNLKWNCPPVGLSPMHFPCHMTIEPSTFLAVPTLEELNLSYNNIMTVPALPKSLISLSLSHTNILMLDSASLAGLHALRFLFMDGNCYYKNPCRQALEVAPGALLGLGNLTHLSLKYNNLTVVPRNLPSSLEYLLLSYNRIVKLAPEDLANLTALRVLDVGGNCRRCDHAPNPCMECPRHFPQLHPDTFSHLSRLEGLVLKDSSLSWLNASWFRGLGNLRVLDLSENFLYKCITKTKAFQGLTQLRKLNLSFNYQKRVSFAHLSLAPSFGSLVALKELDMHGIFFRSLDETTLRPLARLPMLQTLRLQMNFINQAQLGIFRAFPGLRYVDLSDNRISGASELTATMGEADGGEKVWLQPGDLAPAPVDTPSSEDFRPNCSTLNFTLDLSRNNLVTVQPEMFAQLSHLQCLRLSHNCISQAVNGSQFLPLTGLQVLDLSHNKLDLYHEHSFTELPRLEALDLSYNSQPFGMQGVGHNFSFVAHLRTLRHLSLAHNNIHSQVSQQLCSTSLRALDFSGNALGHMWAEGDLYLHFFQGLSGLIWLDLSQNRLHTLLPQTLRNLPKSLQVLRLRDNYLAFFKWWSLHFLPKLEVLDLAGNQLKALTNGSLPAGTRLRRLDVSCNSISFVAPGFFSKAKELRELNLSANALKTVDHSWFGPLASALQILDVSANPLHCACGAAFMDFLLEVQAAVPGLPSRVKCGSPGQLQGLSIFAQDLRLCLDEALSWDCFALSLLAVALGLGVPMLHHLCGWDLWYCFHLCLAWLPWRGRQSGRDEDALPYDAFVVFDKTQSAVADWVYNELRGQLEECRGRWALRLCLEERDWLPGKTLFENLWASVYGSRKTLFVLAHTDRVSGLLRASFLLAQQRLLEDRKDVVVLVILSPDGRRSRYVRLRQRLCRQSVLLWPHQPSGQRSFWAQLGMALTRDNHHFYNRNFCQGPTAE
ABHD5-PLIN5 inh: blocks binding of human ABHD5 to perilipin-5. Q00G26+Q8WTS1. 360,000 compounds, 0.78% hits. Split G. princeps luciferase complementation, luminescence, 4 h. AID 602281. inhibition, % at 4 µM;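 active means inhibition above the mean inhibition across every tested compound plus 3 SD, cut at about 22% in these data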;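 further: 0% = DMSO only wells and the 100% control is not disclosed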
MC4R antagonist: human MC4R antagonism in cAMP assay; MC4R-expressing cells, MTII-stimulated cAMP, LANCE TR-FRET; inhibition, % at 6.5 µM; 360,000 compounds, 0.48% hits;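 active means inhibition above its plate's cutoff, the mean of tested wells on that plate plus 3 SD, cut at about 29% in these data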;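 further: 0% = Melanotan II alone and 100% = Melanotan II plus saturating MCL0020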
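Material – human MC4R-expressing U2OS cells · Repeats – no replicates · Detection – TR-FRET with Eu-cAMP and labeled anti-cAMP, 671 nm · Times – compound 30 min, challenge 1 h, detection 1 h · Compound – single nominal compound dose of 6.5 µM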
Vif inh: HIV Vif inhibition | 340,000 compounds, 0.35% hits | HEK293T cells, Vif self-association by quenched fluorescence, imaging, 24 h | inhibition, % at 7.49 µM | AID 602346; in the data active means inhibition above about 50%, passing the limit was not always enough; further: some results filed as inactive read as strong as hits
Glyco luc inh: N-linked glycosylation inhibition; 360,000 compounds, 0.23% hits; reporter increase, % at 12.5 µM; D54 ERlucT glycosylation luciferase reporter, 24 h; percent of 100 nM tunicamycin response;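 active means mean luciferase reporter signal, scaled so untreated is 0 and the glycosylation-blocking control 100, at or above a set limit in every replicate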;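 further: luciferase carries N-glycosylation sites so blocking glycosylation raises the light; 0% = median of neutral control wells and 100% = median of 100 nM tunicamycin wells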
ABCB6 inh 2: blocks the human ABCB6 transporter; AID 602162; 360,000 compounds, 0.19% hits; K562-ABCB6 porphyrin accumulation, flow cytometry, 1 h; hits give low values; fluorescence ratio to DMSO, % at 10 µM;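 active means fluorescence ratio to DMSO below 75%, the collection mean minus 3 SD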;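 further: signal is porphyrin accumulated inside mitochondria; 100% equals median channel fluorescence of DMSO control wells; lower ratio means ABCB6 inhibition with less porphyrin fluorescence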
Granule exo inh: blocks lytic granule exocytosis; TALL-104 LAMP-1 surface exposure, flow cytometry; cells stimulated with thapsigargin and PMA; inhibition, % at 10 µM; 360,000 compounds, 0.66% hits; AID 651702;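 active means inhibition above about 55%, limit read from the data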
aDG glyco up: increases alpha dystroglycan glycosylation | Pro5-aDG cells, alpha-DG glycosylation AlphaScreen (IIH6); 0% Pro5, 100% B10-LARGE cell signal | activation, % at 10 µM | AID 624168 | 360,000 compounds, 0.22% hits;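 active means activation of at least 8% versus controls, or a plate z-score of at least 8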;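 further: Pro5 are CHO cells carrying HIG-tagged alpha-DG that lacks glycosylation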
NOD2-RIPK2 inh: blocks binding of human NOD2 to RIPK2; CHO BLA complementation NOD2-RIPK2, CCF4 ratio; inhibition, % at 4.98 µM; 360,000 compounds, 0.38% hits; in the data active means inhibition above about 21%;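 further: 0% = vehicle only and 100% = reference blocker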
The depositor's hits bear a star; . = no result given. The list is partial. The share of hits here may be higher or lower than overall.

cpd	Vif inh	NOD2-RIPK2 inh	ABCB6 inh 2	Glyco luc inh	ABHD5-PLIN5 inh	MC4R barr agon	MC4R antagonist	Granule exo inh	aDG glyco up	TLR9-MyD88 block	SMILES
1	8	2	93	0	6	0.5	7	0	2.4	-6	CN1CCN(C(=O)c2ccc3c(=O)n(CCc4ccccc4)c(=S)[nH]c3c2)CC1
2	4	-7	99	-1	3	-0.7	10	2	0.2	1	CCc1ccc(NC(=S)N(CCCN2CCOCC2)Cc2ccco2)cc1
3	-1	2	98	2	-2	0.8	-1	3	0.1	-16	Cc1ccc(C)c(-n2c(CNC(=O)c3ccco3)nnc2SCC(=O)Nc2nccs2)c1
4	7	2	102	-2	8	0.6	-3	-8	-0.2	6	Cc1ccc(NC(=O)CCC(=O)Nc2nnc(C3CCCCC3)s2)cc1
5	11	3	90	2	-1	-1.4	-8	-3	-0.4	-4	CCOc1ccc(N2CC(C(=O)NC3=NCCS3)CC2=O)cc1 (configuration not stated)
6	0	-3	100	1	8	-0.5	2	0	-0.1	-3	O=C(COC(=O)c1ccc(F)cc1F)Nc1cc(S(=O)(=O)N2CCOCC2)ccc1Cl
7	-3	1	101	-1	-5	-0.5	7	-3	0.0	-5	Cc1ccccc1OCC(=O)N(Cc1ccco1)c1c(N)n(Cc2ccccc2)c(=O)[nH]c1=O
8	-12	11	92	-1	-13	0.0	4	66*	0.4	-3	C=CCOC(=O)C1=C(C)NC(=S)NC1/C=C/c1ccccc1 (configuration not stated)
9	15	-4	98	-2	3	-1.0	-6	-3	0.1	9	CC(NC(=O)/C=C/c1ccccc1[N+](=O)[O-])C1CC2CCC1C2 (configuration not stated)
10	0	6	98	0	1	-4.0	2	2	0.0	3	CN1CCN(C(=O)C2CCN(S(=O)(=O)c3ccccc3[N+](=O)[O-])CC2)CC1
11	1	-1	104	-1	-8	-0.7	15	0	0.2	-3	Cc1nc2c3ccccc3n(CC(=O)c3ccc(F)cc3)c(=O)n2n1
12	2	-12	105	0	5	-1.7	-3	-3	-0.2	7	CCC(C)(C)NC(=O)C(c1ccccc1F)N(Cc1ccco1)C(=O)c1csnn1 (configuration not stated)
13	-6	-7	101	0	-6	-0.8	-3	-6	0.0	-2	CC(C)Cc1nnc(NC(=O)CCC(=O)N2CCN(C3CCCC3)CC2)s1
14	.	-18	98	-2	-4	3.0	11	2	0.3	-1	Cc1ccc(NCC(=O)Nc2ccc(F)c(Cl)c2)cc1S(=O)(=O)N1CCOCC1
15	-2	-4	95	1	0	-2.3	3	0	-0.2	-1	Cc1oc2c(C)c3oc(=O)c(CCC(=O)N4CCC(C(=O)NCCC(=O)O)(c5ccccc5)CC4)c(C)c3cc2c1C
16	-3	-5	92	-1	0	-0.4	12	-2	-0.3	0	COc1cc(/C=N/NC(=O)c2ccc3c(c2)OCO3)ccc1O
17	-5	1	100	-1	6	-1.5	17	-5	0.5	9	Cc1oc(-c2cccc(F)c2)nc1CN1CCCCC1CCc1ccccn1 (configuration not stated)
18	0	2	99	-3	4	1.0	14	0	0.5	-10	CCCCOC(=O)Nc1ccc2c(C)cc(=O)oc2c1
19	-2	1	100	2	-8	-1.9	9	5	0.0	4	CC(C)Oc1ccc(CC2CC(=O)NC2=O)cc1 (configuration not stated)
20	-12	-11	99	-1	-2	-0.3	1	-3	-0.2	2	COc1cccc(/C=C/C(=O)Nc2ccc3[nH]c(=O)[nH]c3c2)c1

Next section
cpd	Vif inh	NOD2-RIPK2 inh	ABCB6 inh 2	Glyco luc inh	ABHD5-PLIN5 inh	MC4R barr agon	MC4R antagonist	Granule exo inh	aDG glyco up	TLR9-MyD88 block	SMILES
21	.	-9	100	4	3	0.4	7	0	0.0	-1	S=c1[nH]nc(-c2ccccn2)n1/N=C/c1cccc2ccccc12
22	2	3	96	-4	-3	0.8	-2	5	-0.1	-20	Clc1ccc(Cc2nnc(-c3ccccc3Br)o2)cc1
23	-1	5	105	1	0	-2.3	-4	-1	0.1	-5	CN1CCN(c2ccc(NC(=O)COc3ccccc3[N+](=O)[O-])cc2)CC1
24	-5	0	96	1	-5	1.8	5	-4	-0.1	4	N#Cc1c(C(F)(F)F)cc(-c2ccccc2)nc1SCC(=O)N1CCOCC1
25	-6	-1	103	-1	3	0.8	-2	-3	-0.3	-3	COC(CNC(=S)Nc1ccc([N+](=O)[O-])cc1)OC
26	9	10	100	2	6	-0.6	17	-6	-0.4	5	COc1cccc(C(=O)/C=C/Nc2ccc(S(=O)(=O)Nc3nc(C)cc(C)n3)cc2)c1
27	8	-3	94	-3	3	-1.0	16	-1	-0.4	-2	O=C(N/C(=C/C=C\c1ccccc1)C(=O)N1CCOCC1)c1ccc(Br)cc1
28	-4	-3	98	-9	-6	-0.7	0	-14	-0.1	-7	CN(C(=O)CN1C(=O)c2ccccc2S1(=O)=O)C1CCCCC1
29	.	-1	102	.	2	.	.	7	-0.2	.	COc1cc(OC)cc(C2=Cc3ccccc3C(CC(C)=O)N2c2ccc(C#CC3(O)CCCCC3)cc2)c1 (configuration not stated)
30	8	18	96	2	1	2.4	5	0	0.3	12	COc1ccc(O)c(/C=N/n2c(-c3ccco3)csc2=Nc2cccnc2)c1
31	-4	5	97	2	-4	1.1	2	6	-0.1	-9	CCN(CC)C(=S)Oc1ccc(Cl)cc1Cl
32	14	-8	95	-1	2	0.8	21	0	-0.2	-10	CN(C(=O)COC(=O)c1ccc2[nH]c3c(c2c1)CCCC3)C1CCS(=O)(=O)C1 (configuration not stated)
33	8	5	98	0	-7	-1.1	3	1	-0.1	-1	CSCC[C@H](NC(=O)OC(C)(C)C)c1nnc(SCC(=O)N(C)C)o1
34	6	-9	92	-3	-6	1.9	9	4	0.3	0	c1ccc(C2(c3ccccc3)OCC(Cn3cncn3)O2)cc1 (configuration not stated)
35	6	-6	97	1	-8	-0.6	2	-6	-0.3	4	Cc1cccc(Cc2ncc(C(F)(F)F)cc2Cl)c1
36	-4	-1	102	1	-2	-1.7	-5	-1	-0.1	-1	Cc1nnc2c3ccccc3ccn12
37	5	8	92	1	4	2.8	4	6	0.1	-5	CCn1cc(C(=O)N(CCC(C)C)c2c(N)n(Cc3ccccc3)c(=O)[nH]c2=O)c(=O)c2ccc(C)nc21
38	.	-7	89	1	5	0.4	0	1	0.1	-2	Cc1coc2c1c(C)cc1oc(=O)c(CC(=O)N[C@@H](CC(C)C)C(=O)O)c(C)c12
39	.	-3	89	0	1	-1.3	6	1	0.0	-5	COc1cc2c(cc1OC)C(C)N(C(=O)c1cc3ccccc3o1)CC2 (configuration not stated)
40	-14	0	106	-3	8	-2.4	2	-3	0.4	3	COc1ccc(C)cc1C1=CC(=O)C[C@H](c2ccc(F)cc2)C1

The results go on:
cpd	Vif inh	NOD2-RIPK2 inh	ABCB6 inh 2	Glyco luc inh	ABHD5-PLIN5 inh	MC4R barr agon	MC4R antagonist	Granule exo inh	aDG glyco up	TLR9-MyD88 block	SMILES
41	0	0	89	-1	2	1.1	4	2	0.4	-16	C/C(=N/Oc1nc(C)cc(C)n1)c1ccc(Br)cc1
42	4	4	93	-5	29*	18*	17	-2	1.5	3	COc1cccc(-c2sc3ccccc3c2-c2ccc(OCCN3CCCCC3)cc2)c1
43	-3	-6	91	-5	-3	.	.	3	-0.2	.	COc1ccc(C=C(C(=O)c2ccccc2)c2ccccc2)cc1
44	-2	-1	100	2	-5	-1.5	0	-1	-0.4	-2	CCc1ccccc1-n1c(SCC(=O)c2c(N)n(C3CC3)c(=O)[nH]c2=O)nnc1N1CCOCC1
45	-9	-12	95	-4	-12	3.6	5	-1	1.6	12	CCOC(=O)c1ccc(NC(=O)CCc2nc(-c3cccc(C)c3)no2)cc1
46	-1	5	98	1	-3	-1.0	-2	-1	0.0	-12	COc1ccc(C2CC(c3cccs3)=NN2C(=O)COC(=O)c2cncc(Br)c2)cc1OC (configuration not stated)
47	-7	-2	89	1	-5	-2.3	3	-1	0.1	-4	O=c1c(C/C=C/c2ccccc2)c(O)ccn1Cc1cccc(Cl)c1
48	0	-12	98	2	1	-0.9	12	-1	-0.1	3	Cc1nn(-c2ncc(C(F)(F)F)cc2Cl)c(=O)n1-c1ccccc1F
49	4	14	96	1	7	13*	39*	-3	0.0	4	Cc1ccc(OCC(=O)NC(=S)Nc2ccc3c4c(cccc24)CC3)cc1
50	1	-5	94	2	0	-0.9	10	14	-0.2	-4	O=C(Nc1cccnc1)c1ccccc1NS(=O)(=O)c1ccc(F)cc1
51	-15	-1	105	2	1	-5.1	8	-2	-0.4	1	CC1(C)CC(=O)c2sc(NS(=O)(=O)c3ccc([N+](=O)[O-])cc3)nc2C1
52	-1	-1	98	1	6	-1.4	4	6	0.2	-10	Cc1ccc(-c2cc(C(=O)NN3CCOCC3)c3cc(Br)ccc3n2)o1

An excerpt from the list above, as a working copy:
cpd	Vif inh	NOD2-RIPK2 inh	ABCB6 inh 2	Glyco luc inh	ABHD5-PLIN5 inh	MC4R barr agon	MC4R antagonist	Granule exo inh	aDG glyco up	TLR9-MyD88 block	SMILES
34	6	-9	92	-3	-6	1.9	9	4	0.3	0	c1ccc(C2(c3ccccc3)OCC(Cn3cncn3)O2)cc1 (configuration not stated)
35	6	-6	97	1	-8	-0.6	2	-6	-0.3	4	Cc1cccc(Cc2ncc(C(F)(F)F)cc2Cl)c1
36	-4	-1	102	1	-2	-1.7	-5	-1	-0.1	-1	Cc1nnc2c3ccccc3ccn12
37	5	8	92	1	4	2.8	4	6	0.1	-5	CCn1cc(C(=O)N(CCC(C)C)c2c(N)n(Cc3ccccc3)c(=O)[nH]c2=O)c(=O)c2ccc(C)nc21
38	.	-7	89	1	5	0.4	0	1	0.1	-2	Cc1coc2c1c(C)cc1oc(=O)c(CC(=O)N[C@@H](CC(C)C)C(=O)O)c(C)c12
39	.	-3	89	0	1	-1.3	6	1	0.0	-5	COc1cc2c(cc1OC)C(C)N(C(=O)c1cc3ccccc3o1)CC2 (configuration not stated)
40	-14	0	106	-3	8	-2.4	2	-3	0.4	3	COc1ccc(C)cc1C1=CC(=O)C[C@H](c2ccc(F)cc2)C1
41	0	0	89	-1	2	1.1	4	2	0.4	-16	C/C(=N/Oc1nc(C)cc(C)n1)c1ccc(Br)cc1
42	4	4	93	-5	29*	18*	17	-2	1.5	3	COc1cccc(-c2sc3ccccc3c2-c2ccc(OCCN3CCCCC3)cc2)c1
43	-3	-6	91	-5	-3	.	.	3	-0.2	.	COc1ccc(C=C(C(=O)c2ccccc2)c2ccccc2)cc1
44	-2	-1	100	2	-5	-1.5	0	-1	-0.4	-2	CCc1ccccc1-n1c(SCC(=O)c2c(N)n(C3CC3)c(=O)[nH]c2=O)nnc1N1CCOCC1
45	-9	-12	95	-4	-12	3.6	5	-1	1.6	12	CCOC(=O)c1ccc(NC(=O)CCc2nc(-c3cccc(C)c3)no2)cc1
46	-1	5	98	1	-3	-1.0	-2	-1	0.0	-12	COc1ccc(C2CC(c3cccs3)=NN2C(=O)COC(=O)c2cncc(Br)c2)cc1OC (configuration not stated)
47	-7	-2	89	1	-5	-2.3	3	-1	0.1	-4	O=c1c(C/C=C/c2ccccc2)c(O)ccn1Cc1cccc(Cl)c1
48	0	-12	98	2	1	-0.9	12	-1	-0.1	3	Cc1nn(-c2ncc(C(F)(F)F)cc2Cl)c(=O)n1-c1ccccc1F
49	4	14	96	1	7	13*	39*	-3	0.0	4	Cc1ccc(OCC(=O)NC(=S)Nc2ccc3c4c(cccc24)CC3)cc1
